ST2 IL33 inh – inhibitors of human ST2 (IL1RL1) binding to IL-33. Q01638. AlphaLISA ST2-Fc/biotin-IL-33 interaction, 1 h. inhibition, % for hits at 17 µM. hit rate 2.3% among 78,000. AID 1259354; in the data active = inhibition above about 30%; inconclusive = mostly about 10% to 28%
Target sequence (Q01638 whole entry, looked up): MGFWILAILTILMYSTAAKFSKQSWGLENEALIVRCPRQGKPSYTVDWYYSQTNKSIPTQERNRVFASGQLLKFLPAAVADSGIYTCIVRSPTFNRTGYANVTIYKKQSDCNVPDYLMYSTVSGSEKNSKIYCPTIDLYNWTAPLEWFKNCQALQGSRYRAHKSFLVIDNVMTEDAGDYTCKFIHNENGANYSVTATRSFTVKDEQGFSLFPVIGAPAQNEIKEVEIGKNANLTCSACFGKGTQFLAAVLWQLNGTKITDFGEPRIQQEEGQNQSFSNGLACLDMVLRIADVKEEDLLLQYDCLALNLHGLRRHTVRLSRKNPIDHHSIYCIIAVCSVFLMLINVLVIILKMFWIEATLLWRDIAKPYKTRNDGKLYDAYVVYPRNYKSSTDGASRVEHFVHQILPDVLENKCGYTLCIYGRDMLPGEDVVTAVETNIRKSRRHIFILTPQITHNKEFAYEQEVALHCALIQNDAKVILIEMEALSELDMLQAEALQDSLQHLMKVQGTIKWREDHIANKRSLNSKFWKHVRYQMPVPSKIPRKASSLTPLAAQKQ
* hit, by the source's call; i = inactive; ? = inconclusive. Not all compounds are listed; rates above refer to the full screens.

SMILES	ST2 IL33 inh
O=C(O)CCC(=O)N1N=C(c2cccs2)CC1c1ccc(F)cc1 (centres undefined)	i
CCc1ccc(Nc2nc(N)nc(CSc3nnnn3-c3ccccc3)n2)cc1	i
COc1cc2c(cc1OC)C(C(=O)N1CCOCC1)C(c1ccccc1F)N(C)C2=O (centres undefined)	i
CCOC(=O)CN(Cc1ccc(F)cc1)S(=O)(=O)c1ccc(C(C)C)cc1	i
CCOc1cc(C=O)cc(I)c1OCC(=O)O	i
O=C(COc1cc(Cl)c(Cl)cc1Cl)N1CCN(c2ccc([N+](=O)[O-])cc2)CC1	?
O=C(Nc1ccc(I)cc1Cl)c1cccc([N+](=O)[O-])c1	i
CC(=O)N1CCc2cc(Br)cc(S(=O)(=O)CC(=O)Nc3ccc(Cl)cc3)c21	i
CCCNC(=O)c1ccc(N2CCCC(c3nn(C)c(=O)n3CC)C2)nc1 (centres undefined)	?
CN(CC(=O)O)c1ccccc1C(=O)O	i
COc1cccc2c1OCC(C(=O)NCc1c(C)noc1C)C2 (centres undefined)	i
CCc1ccc(C2CC(c3ccccc3)Nc3nc(N)nn32)cc1 (centres undefined)	?
COC(=O)C(C)(N)Cc1ccc(O)cc1 (centres undefined)	i
COC(=O)[C@@H]1C[C@@H](NC(=O)c2cc(Cl)cc(OC)c2)CN1C	i
COc1ccc(NC(=O)CC(C)c2ccccc2)c(OC)c1 (centres undefined)	i
Cc1ccccc1[C@H]1[C@@H](C(=O)N(C)Cc2cnccn2)C[C@@](C)(C(=O)O)N1C	?
COc1cc(NC(=O)Cn2c(=O)sc3ccccc32)cc(OC)c1	i
CCOc1ccccc1N(CC(=O)Nc1ccc(I)cc1)S(C)(=O)=O	i
CCOc1cc(C2C(C#N)=C(N)Oc3n[nH]c(-c4ccncc4)c32)cc([N+](=O)[O-])c1O (centres undefined)	i
N#CC1=C(N)Oc2cc(O)ccc2C1c1ccccc1Cl (centres undefined)	i
CCCNC(=O)c1ccc(SC)cc1OC	i
CC(Sc1ccc(Cl)cc1)C(=O)Nc1ccc2c(c1)OCCO2 (centres undefined)	i
O=[N+]([O-])c1cccc(CN2CCN(Cc3ccc4c(c3)OCO4)CC2)c1	i
CC1=NN(c2ccc(Cl)c(Cl)c2)C(=O)/C1=C/c1ccco1	?
COc1ccc(NC(=O)c2ccc(C)c(Cl)c2)c(OC)c1	i
COCC(C)NC(=O)c1cc(-c2ccc(Br)cc2)on1 (centres undefined)	i
Cc1ccc(CN2C3=NCCCN3c3ccccc32)cc1	i
CCOC(=O)C1(Cc2ccc(F)cc2F)CCCN(C(=O)c2cc3ccccc3cn2)C1 (centres undefined)	i
CC(C)C(Nc1ncnc2ccccc12)C(=O)O (centres undefined)	i
CN1CCN(S(=O)(=O)c2ccc(C(=O)O)cc2)CC1	?
Cc1ccccc1CSC1=NCCN1C(=O)c1ccccc1F	i
Cc1c(C(=O)N(C)Cc2ccccc2)oc2ccc(S(=O)(=O)N3CCCC3)cc12	i
COc1ccc(CNC(=O)CC[C@H]2CNC(=O)[C@@H]3[C@@H](CCN3C(C)C)N2C)cc1	?
Cc1ccc(Nc2cc(C)nc(Nc3ccc(NC(=O)c4ccc(C)c(C)c4)cc3)n2)cc1	?
COc1ccc(C2C(C(=O)Nc3nc4ccccc4s3)=C(C)NC3=C2C(=O)CC(C)(C)C3)cc1 (centres undefined)	i
Cc1[nH]nc(SCC(=O)N(C)c2ccccc2)c1[N+](=O)[O-]	i
Cc1nn(C)c(C)c1S(=O)(=O)NCc1nc(N2CCCC2)c2cc(Cl)ccc2n1	i
Cc1ccc(CNC(=O)CCCn2c(=O)c3sccc3n(Cc3cccc(F)c3)c2=O)cc1	i
CCc1cn[nH]c1C1CCN(C(=O)c2cn3cccc(C)c3n2)CC1	i
Cc1cc(C(F)(F)F)nc(NC(C)c2ccccc2)n1 (centres undefined)	i
Cc1ccccc1Cn1cc(NC(=O)c2noc3c2CCCC3)cn1	?
CCOC(=O)Nc1ccc(C(C)CC)cc1 (centres undefined)	i
CC1=NN(c2ccc(I)cc2)C(=O)/C1=C/c1ccc(N(C)C)cc1	38.0%*
COCC(=O)N(C)C(Cc1ccc(F)cc1)C1CCN(C(=O)c2ccc(-c3ccccc3)cc2)CC1 (centres undefined)	i
O=C1CCc2cc(S(=O)(=O)Nc3ccc4c(c3)OCCO4)ccc2N1	i
CCN1CCN(C(=O)CCC(=O)Nc2ccc3nc(N4CCOCC4)cc(C)c3c2)CC1	i
CC1=C(C(=O)Nc2cccnc2)C(c2ccncc2)n2nc(SCc3ccccc3)nc2N1 (centres undefined)	i
O=C(Nc1ccc(F)cc1)c1ccc(Cl)cc1	i
O=C1NC[C@@H](CCC(=O)N2CCN(c3ccccn3)CC2)N2C[C@@H](NCc3ccc(F)cc3)C[C@@H]12	i
Cc1ccc(C)c(Cn2cnc3c(oc4ccccc43)c2=O)c1	i
CC1=C(C(=O)Nc2ccccn2)C(c2ccccc2Cl)C2=C(CC(C)(C)CC2=O)N1 (centres undefined)	i
Cc1cccc(OCC(=O)O)c1C	i
Cc1ccc(C#N)c(SCC(=O)c2ccccc2)n1	?
O=C(O)CN(CCOCCOCCN(CC(=O)O)CC(=O)O)CC(=O)O	i
CC(=O)NC(Cc1cnc[nH]1)C(=O)O (centres undefined)	i
Cc1ccc(-c2ccc(C(=O)NC(C)c3cnn(C)c3)o2)cc1 (centres undefined)	i
CCn1nc(CC(C)C)cc1C(=O)N1CCCC(Nc2ccc(OC)cc2)C1 (centres undefined)	i
Cc1cnccc1N1CCCN(C(=O)CC2CCc3ccccc32)CC1 (centres undefined)	i
COc1ccc(-c2nnn(CC(=O)Nc3ccc(OC(F)(F)Cl)cc3)n2)cc1	?
O=C(Cc1c(C(=O)O)[nH]c2ccccc12)Nc1ccc(F)cc1F	i

For reference, part of the list above:
SMILES	ST2 IL33 inh
Cc1ccccc1Cn1cc(NC(=O)c2noc3c2CCCC3)cn1	?
CCOC(=O)Nc1ccc(C(C)CC)cc1 (centres undefined)	i
CC1=NN(c2ccc(I)cc2)C(=O)/C1=C/c1ccc(N(C)C)cc1	38.0%*
COCC(=O)N(C)C(Cc1ccc(F)cc1)C1CCN(C(=O)c2ccc(-c3ccccc3)cc2)CC1 (centres undefined)	i
O=C1CCc2cc(S(=O)(=O)Nc3ccc4c(c3)OCCO4)ccc2N1	i
CCN1CCN(C(=O)CCC(=O)Nc2ccc3nc(N4CCOCC4)cc(C)c3c2)CC1	i
CC1=C(C(=O)Nc2cccnc2)C(c2ccncc2)n2nc(SCc3ccccc3)nc2N1 (centres undefined)	i
O=C(Nc1ccc(F)cc1)c1ccc(Cl)cc1	i
O=C1NC[C@@H](CCC(=O)N2CCN(c3ccccn3)CC2)N2C[C@@H](NCc3ccc(F)cc3)C[C@@H]12	i
Cc1ccc(C)c(Cn2cnc3c(oc4ccccc43)c2=O)c1	i
CC1=C(C(=O)Nc2ccccn2)C(c2ccccc2Cl)C2=C(CC(C)(C)CC2=O)N1 (centres undefined)	i
Cc1cccc(OCC(=O)O)c1C	i
Cc1ccc(C#N)c(SCC(=O)c2ccccc2)n1	?
O=C(O)CN(CCOCCOCCN(CC(=O)O)CC(=O)O)CC(=O)O	i
CC(=O)NC(Cc1cnc[nH]1)C(=O)O (centres undefined)	i
Cc1ccc(-c2ccc(C(=O)NC(C)c3cnn(C)c3)o2)cc1 (centres undefined)	i
CCn1nc(CC(C)C)cc1C(=O)N1CCCC(Nc2ccc(OC)cc2)C1 (centres undefined)	i

(list continues)
SMILES	ST2 IL33 inh
COc1cccc2c1OC1(C)CC2NC(=O)N1c1ccc(Cl)cc1 (centres undefined)	i
CC(C)c1cc(C(=O)N(C)Cc2nccn2Cc2ccccc2)no1	i
COC(=O)[C@@H](NC1CCN(c2ccc(NS(=O)(=O)c3ccccc3)cc2)CC1)c1ccccc1	?
CCC1CN(Cc2cnc(OC)nc2)CCC(=O)N1Cc1ccccc1 (centres undefined)	i
O=C1Nc2ccc([N+](=O)[O-])cc2C1=Nc1ccc(C(=O)O)cc1	?
COC(CN(C(C)=O)C1CCCc2c1[nH]c1ccc(C)cc21)OC (centres undefined)	i
CCn1cc(C(=O)NCCCOC(C)C)c(=O)c2cc(S(=O)(=O)N3CCC(C)CC3)ccc21	?
O=C1NCCN(C2CCCC2)C1CC(=O)N1CCN(C(=O)c2ccco2)CC1 (centres undefined)	?
O=C(c1cccc(F)c1)N1CCN(S(=O)(=O)c2cc3c4c(c2)CCN4C(=O)CC3)CC1	?
c1ccc2c(N3CCN(c4ncnc5ccccc45)CC3)ncnc2c1	i
O=C(Nc1ccc(Cl)c(Cl)c1)c1ccccc1	i
COc1cc(C=O)ccc1OCCCOc1ccc([N+](=O)[O-])cc1	i
COc1ccc(CC2CN(C(=O)c3c(C)cc(C)[nH]c3=O)CCO2)cc1 (centres undefined)	i
O=c1oc2ccc(NS(=O)(=O)c3ccccc3)cc2s1	?
CCCn1c(CNC(C)=O)nc2ccccc21	i
Cc1cn(-c2nc(-c3ccccc3)oc2-c2ccccc2)c(=O)nc1NCCO	i
CC(=O)Nc1nonc1N1C(=N)S/C(=C\c2ccc(-c3cccc(F)c3)o2)C1=O	i
CC(=O)c1cc(C(=O)N(C)Cc2c(C)noc2C)cs1	?
Cc1ccc(OCC(=O)Nc2nnc(C(C)C)s2)c(Br)c1	?
O=C(Nc1ccc(S(=O)(=O)N2CCN(c3ccccc3)CC2)cc1)c1ccccc1Cl	i
COc1cccc(-n2cc(CN(C)CCC(F)(F)F)cn2)c1	?
CC(=O)Nc1ccccc1NC(=O)CN(C)Cc1nc2ccccc2n1C	?
CCOC(=O)C1(Cc2ccccc2F)CCCN(C(=O)c2ccc(-n3ccnc3)cc2)C1 (centres undefined)	i
NC(=O)Cn1c(=O)n(CC2CCC(C(=O)N3CCCCCC3)CC2)c(=O)c2sccc21 (centres undefined)	i
COCc1cc(CN(C)Cc2nc(-c3ccc(C)s3)oc2C)n[nH]1	i
O=S(=O)(c1ccc(Cl)c(Cl)c1)N1CCc2nc3ccccc3n2CC1	i
CCOc1ccccc1Nc1ncc(C(=O)OC)c2ccccc12	i
O=C(Cn1c(-c2cncs2)nc2ccccc21)Nc1ccccc1	i
Cc1nnc(Sc2cc(C(=O)N3CCOCC3)c3ccccc3n2)s1	i
CS(=O)(=O)N(CC(N)=O)c1ccc(Cl)c(Cl)c1	i
Cc1cc(Nc2ccc(I)cc2)n2ncnc2n1	i
O=C(Nc1c(-c2ccc(F)cc2)nc2ccccn12)c1cccc(Cl)c1	i
O=C1Nc2ccccc2C(O)(C(=O)NC2CC2)N1c1ccc(Cl)c(Cl)c1 (centres undefined)	i
CC(=O)N1CCN(Cc2cccc(OCC(O)CN3CCCCCC3)c2)CC1 (centres undefined)	i
O=C(c1ccccc1-c1ccccc1)N1CCC(Cn2cc(CO)nn2)CC1	i
O=C1CC(N2CCN(C/C=C/c3ccccc3)CC2)C(=O)N1c1ccc(Cl)cc1 (centres undefined)	i
Cc1cccc(CN(Cc2ccccc2)C(=O)c2ccn(C)n2)n1	i
Cc1cc(N(C)C)nc(Nc2ccc(NC(=O)c3ccccc3F)cc2)n1	?
CN1CCN(CCOCCOc2cccc(Br)c2)CC1	i
O=C(OCc1nc2ccccc2s1)c1ccc(F)cc1	i
COC(=O)C1CCN(C(=O)C2CCC(=O)N(CCCc3ccccc3)C2)CC1 (centres undefined)	i
O=C(CCS(=O)(=O)c1cccc2nsnc12)Nc1ccc(F)cc1Cl	i
CCc1nc(C)ccc1O	i
Cc1[nH]c(=O)c(C#N)cc1-c1ccncc1	?
CCOc1ccc(NC(=O)c2cccc(Br)c2)cc1	?
O=C(c1cc(C(F)(F)F)ccc1Cl)N1CC[C@@H](N2CCC(O)CC2)[C@H](O)C1	i
CCOc1ccc(NC(=O)c2ccncc2)cc1	i
CCc1ccc(CN2CCN(CC=C(C)C)C(CCO)C2)o1 (centres undefined)	i
O=C(CCc1ccco1)N1CCOC(CCCc2ccccc2)C1 (centres undefined)	i
COc1ccc(C(=O)N2CCN(S(=O)(=O)c3cc4c5c(c3)CCN5C(=O)CC4)CC2)cc1OC	?
CC(=O)N(CN1C(=O)c2ccc(Br)cc2C1=O)c1ccc(Br)cc1	i
CCOCCCNC(=O)c1nn(-c2ccc(OC)cc2)c(=O)c2c1c1ccccc1n2C	i
CC(C)(C)c1nnc(NC(=O)Cc2ccc(Br)cc2)s1	i
CC1=C(C(=O)Nc2ccccn2)C(c2ccc(Cl)c([N+](=O)[O-])c2)C2=C(CC(C)(C)CC2=O)N1 (centres undefined)	i
CCCCNC(=O)NS(=O)(=O)c1ccc(C)cc1	i
CN(Cc1cn2c3ccccc3n(C)c2n1)C12CC3CC(CC(C3)C1)C2	i
CCOc1ccc(NC(=O)c2c(NC(=O)CNCC3CCCO3)sc3c2CCC3)cc1 (centres undefined)	?
CC(C)c1ccc(-c2nccn2CCn2ccnn2)cc1	i
CCCCN(C)S(=O)(=O)c1ccc(C(=O)Nc2nnc(-c3cccs3)o2)cc1	?
CC1=NOC(=O)/C1=C\c1ccc(-c2ccc3c(c2)COC3=O)o1	i

Remaining list, next part.
SMILES	ST2 IL33 inh
Cc1cc(N(C)C)nc(N2CCN(S(=O)(=O)c3ccccc3Cl)CC2)n1	i
Cc1ccc(-c2cc(C(=O)N3Cc4cnn(CCO)c4C3)n[nH]2)s1	i
Cc1[nH]c2ccc(CNC(=O)CCc3nc4cccnc4n3C)cc2c1C	i
Cc1ccc(-c2nnc(-c3nc(NCc4cccc(C)c4)c4ccccc4n3)o2)cc1	i
Cc1cc(C(=O)N(CC(C)C)CC(C)C)ccc1[N+](=O)[O-]	?
O=C(NCCCNCCCNC(=O)c1ccc(/C=N\O)nc1)c1ccc(/C=N\O)nc1	i
CCOC(=O)c1c(NC(=O)CCOc2ccccc2)sc2c1CCC(C)C2 (centres undefined)	i
O=C1c2cccc([N+](=O)[O-])c2C(=O)N1c1cccc(Cl)c1Cl	?
O=C(NCC1CCCO1)c1cc(-c2cccs2)nc2ccccc12 (centres undefined)	i
Cc1sc2nc(SCC(=O)NC3CCCCC3)nc(N)c2c1C	i

Screening data from PubChem BioAssay.
